Assay outcomes from PubChem.
influenza NS1A = H1N1 influenza NS1A inhibitors, functional cell based assay (AID 504329); inhibition, % at 12.5 µM, or IC50 in µM where a hit was titrated; NS1A functional cell-based assay, percent inhibition; higher % means a stronger effect; 340,000 tested, 0.3% active; in the data active = a potency from the dose series; inconclusive = inhibition above about 27% without an active follow-up result; also: strong numbers were not always called active
Salmonella PhoP GFP = PhoP regulon inhibitors, Salmonella typhi PhoP promoter GFP reporter, confirmatory (AID 1850); Salmonella Typhi PhoP-promoter GFP reporter, fluorescence, 4 h; higher % means a stronger effect; one-dose inhibition, % at 50 µM; IC50 in µM for titrated hits; 310,000 tested, 0.33% active; in the data active = a potency from the dose series; inconclusive = inhibition mostly from about 25% at the one dose, without a potency; inactive = the rest, 99 in 100 with inhibition below about 19%;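 also: 0% = induced wells with vehicle and 100% = uninduced wells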
M. tuberculosis = growth inhibition of non-replicating M. tuberculosis (AID 488890) | Mycobacterium tuberculosis non-replicating, growth inhibition; higher % means a stronger effect | inhibition, % at 25 µM, or IC50 in µM where a hit was titrated | 320,000 tested, 0.39% active; in the data active = a potency from the dose series; inconclusive = inhibition mostly from about 82% at the one dose, without a potency; inactive = the rest, 99 in 100 with inhibition below about 76%;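 also: plate controls were DMSO cells for no effect and high antibiotic wells for full effect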
H37Rv inhibition = M. tuberculosis growth inhibition, HTS (AID 449762) | M. tuberculosis H37Rv growth inhibition, 7H9 media; higher % means a stronger effect | 330,000 tested, 0.59% active | inhibition, % at 25 µM; hits with a dose series show IC50 in µM; in the data active = a potency from the dose series; inconclusive = inhibition above about 70% without an active follow-up result;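 also: bacterial growth assessed after seven days of incubation; strong numbers were not always called active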
VEEV TC-83 Vero = inhibitors of VEEV TC-83 cytopathic effect, confirmation, Vero cells (AID 588727). Vero cells, VEEV TC-83 cytopathic effect inhibition; higher % means a stronger effect. inhibition, % at 20 µM; hits with a dose series show IC50 in µM. 350,000 tested, 0.13% active; in the data active = a potency from the dose series; inconclusive = inhibition mostly from about 14% at the one dose, without a potency; inactive = the rest, 99 in 100 with inhibition below about 12%; also: strong numbers were not always called active
VEEV TC-83 Vero 10K pilot screen = second read-out of VEEV TC-83 Vero, no call of its own (marks repeat the call); inhibition, %; measured here: 10K pilot screen inhibition
The depositor's hits bear a star; i = inactive; ? = inconclusive; · = not tested or not shown.

SMILES	influenza NS1A	Salmonella PhoP GFP	M. tuberculosis	H37Rv inhibition	VEEV TC-83 Vero	others
COc1cc(C2C(C(=O)c3ccc(C)o3)=C(O)C(=O)N2c2cc(C)on2)cc(OC)c1OC (stereo not drawn)	-9%	10%	24%	4%	0.3%
Cc1cc(C)c(NC(=O)CCCN2CCOCC2)c(C)c1	21%	5%	-6%	-15%	2.9%
COc1ccc(NC2CC(=O)N(CCc3ccccc3)C2=O)cc1 (stereo not drawn)	-1%	10%	18%	-5%	4.6%
COc1ccc(CCNC(=O)CN(c2cccc([N+](=O)[O-])c2)S(C)(=O)=O)cc1OC	8%	3%	7%	-1%	i
COc1ccc(N2CCN(S(=O)(=O)c3c(C)nc4sccn4c3=O)CC2)cc1	-7%	-10%	-8%	10%	0.8%
O=C(COc1ccc(/C=N/NS(=O)(=O)c2ccccc2)cc1)Nc1ccccc1	6%	-1%	?	-3%	0.8%
Cc1ccccc1C(=O)Oc1ccccc1C(=O)N1CCOCC1	-3%	-5%	43%	4%	0.3%
CCOC(=O)c1[nH]c2ccccc2c1NC(=O)CC	2%	-7%	·	-9%	i
CC(Oc1ccc(Cl)cc1Cl)C(=O)Nc1ncccn1 (stereo not drawn)	-35%	-3%	·	7%	i
Cc1ccccc1SCc1noc(C(=O)NC(C)C)c1C(=O)O	-2%	-3%	-1%	3%	0.4%
COc1ccc(-c2cc(C(=O)N3CCc4ccccc4C3)no2)cc1	-2%	11%	44%	3%	1.5%
CC1CCN(C(=O)C2CCCN(S(=O)(=O)c3ccc4c(c3)CC(C)N4C(=O)C3CC3)C2)CC1 (stereo not drawn)	4%	·	32%	2%	9.1%
Cc1ccc(C)c(NS(=O)(=O)c2ccc(OCC(=O)NCC3CCCO3)cc2)c1 (stereo not drawn)	2%	-3%	-3%	-4%	1.4%
CCc1noc(N)c1C(=O)Nc1ccc(F)c(Cl)c1	2%	-5%	·	-11%	1.4%
Cc1cc(OCC(=O)Nc2ccncc2)ccc1Cl	-6%	-1%	?	15%	i
CCc1ccc2[nH]c(=O)c(C3C(C#N)=C(N)Oc4c3ccc3cccnc43)cc2c1 (stereo not drawn)	33µM*	2%	-3%	1%	i
Cn1c(SCC(=O)Nc2sccc2C(N)=O)nc2ccccc2c1=O	-5%	·	3%	-5%	2.0%
CC(C)OCCCN(C)C1CCN(S(=O)(=O)c2csc(C(N)=O)c2)CC1	6%	-1%	-2%	-4%	i
Cc1cc(N2CCOCC2)ncc1[N+](=O)[O-]	-1%	-4%	-1%	0%	i
CCCCN1CC(=O)N2[C@H](c3ccc(Cl)cc3)[C@@H]3C(=O)N(CC)C(=O)[C@@H]3[C@]2(C)C1=O	9%	5%	-9%	-10%	0.2%
CCOC(=O)N1CCN(c2c(NCC3CCN(Cc4cccc(C)c4)CC3)c(=O)c2=O)CC1	1%	-18%	·	-8%	i
Cc1cc(NC(=O)CSCc2ccccc2)no1	-19%	-9%	75%	1%	0.9%	VEEV TC-83 Vero 10K pilot screen=1.8
O=C(NCC1CCCN1S(=O)(=O)c1cccs1)c1ccc([N+](=O)[O-])cc1 (stereo not drawn)	-5%	3%	40%	22%	1.2%
Fc1ccc(Nc2nc(-c3cccnc3)cs2)cc1	11%	-13%	6%	-3%	1.4%
COCCN(CC(=O)NC1CCCCC1)C(=O)CSc1nc2ccccc2o1	-5%	-4%	5%	-2%	4.3%
CCS(=O)(=O)c1ccc(C(=O)Nc2cccc(Cl)c2)c(Cl)c1Cl	1%	-9%	23%	9%	3.8%
CCOc1ccc(C(O)Cn2c(=N)n(CCN3CCCCC3)c3ccccc32)cc1 (stereo not drawn)	4%	6%	32%	3%	3.6%
CCCNc1c(NS(=O)(=O)c2ccc(Cl)s2)c(=O)oc2ccccc12	9%	2%	19%	-5%	1.0%
COc1ccc(/C=N/NC(=O)c2ccccc2O)cc1Cn1cc(Cl)cn1	1%	8%	23%	29%	6.7%
CCOC(=O)C(NC(=O)CC)(Nc1sc2c(c1C(=O)OC)CCN(C)C2)C(F)(F)F (stereo not drawn)	1%	-16%	-4%	1%	i
Cc1cccc(-c2nc(CNC(=O)c3ccco3)cs2)c1	2%	-4%	10%	-11%	3.8%
COc1ccc(C(=O)N[C@H](C(=O)NCc2cccs2)C(C)C)cc1	10%	14%	12%	9%	2.0%
O=C(CCC1CCCC1)N[C@@H](Cc1ccc(O)cc1)C(=O)O	12%	8%	-19%	0%	i	VEEV TC-83 Vero 10K pilot screen=1.2
O=C(NCCCN1CCOCC1)c1cc(-c2cccc(Br)c2)nc2ccccc12	20%	-5%	8%	6%	8.1%
O=C(N/N=C/c1ccc(OC2CSC2)cc1)c1ccccc1	4%	-7%	4%	-6%	1.7%
COc1ccc(-c2ccnc(SCC(=O)c3ccc(Cl)cc3)n2)cc1	-5%	-4%	16%	1%	3.7%
Cc1csc(/C(=N/OC(=O)c2ccco2)C(N)=O)n1	-4%	5%	21%	-9%	i
COc1ccc(OCC(=O)OCC(=O)NC2CCCCC2C)cc1 (stereo not drawn)	-6%	·	-1%	8%	i
CCOC(=O)CNC(=O)CSc1nnc(CCc2nc3ccccc3[nH]2)n1C	-4%	4%	-11%	1%	1.9%
CC(C)CC(c1nnnn1C1CCCC1)N1CCN(c2ccccc2F)CC1 (stereo not drawn)	-11%	14%	-13%	-11%	0.2%
CCN(CC)CCCNC(=O)c1sc2nc(-c3ccc(F)cc3)cn2c1C	10%	-1%	-6%	-19%	i
Cc1ccnc(SCCn2c(Br)nc3c2c(=O)[nH]c(=O)n3C)n1	-1%	-8%	-10%	-5%	6.7%
CCCCc1cc(=O)oc2cc(OCC(=O)NC(Cc3c[nH]c4ccc(O)cc34)C(=O)O)ccc12 (stereo not drawn)	11%	1%	-9%	-13%	1.3%
COC(=O)C1=CO[C@@H](C)[C@@H]2CN(CCc3c[nH]c4ccccc34)CC[C@H]12	3%	-1%	15%	-10%	1.0%
CC(/C=C/c1ccccc1F)=N\NC(=O)c1ccccc1	-12%	-1%	3.9µM*	?	1.9%
Cc1ccc(S(=O)(=O)N2CCOCC2)cc1C(=O)N1c2ccccc2Sc2ccccc21	2%	-1%	30%	7%	4.2%
COc1cccc(C2=CC(=O)C[C@H](c3ccc4c(c3)OCO4)C2)c1	6%	·	18%	9%	2.2%
CCOc1cc2c(cc1OCC)-n1cccc1C(c1cccc(F)c1F)NC2 (stereo not drawn)	-2%	5%	8%	13%	0.4%
CN(Cc1ccc(OC(F)F)cc1)C(=O)/C=C/c1ccc(S(=O)(=O)N2CCOCC2)cc1	-4%	·	34%	5%	7.3%
O=C1c2ccccc2C(=O)N1CC(O)CNc1ccc(Br)cc1 (stereo not drawn)	-1%	1%	3%	-5%	0.5%
Remaining list, next part
SMILES	influenza NS1A	Salmonella PhoP GFP	M. tuberculosis	H37Rv inhibition	VEEV TC-83 Vero	others
CCC(C)(C)NC(=O)C1CCCN(S(=O)(=O)c2ccc3c(c2)CC(C)N3C(=O)C2CC2)C1 (stereo not drawn)	-10%	8%	8%	-3%	1.7%
COc1ccc(CC(=O)NC(=S)Nc2cccc(CO)c2)cc1	·	10%	17%	5%	0.2%
NC(=O)CC[C@@H]1NC(=O)[C@H](CO)NC(=O)c2cc([N+](=O)[O-])cc(I)c2NCCCC[C@@H](C(N)=O)NC(=O)[C@H](Cc2ccc(O)cc2)NC1=O	·	3%	22%	-13%	·
Cc1cc(NC(=O)CSc2nc3ccccc3c(=O)n2Cc2ccccc2)no1	-8%	-4%	0%	3%	2.2%
C=CCOc1ccc(/C=N\NC(N)=S)cc1	4%	6%	?	?	i
Cc1ccc(-c2noc(-c3ccccc3C(=O)N3CCN(C)CC3)n2)cc1	-3%	1%	-6%	2%	7.1%
O=c1c2ccccc2ncn1CCCOc1ccccc1[N+](=O)[O-]	-2%	-5%	-9%	-14%	2.0%
Cc1ccc(S(=O)(=O)NC2CC2)s1	-1%	4%	6%	6%	1.9%
N#Cc1ccc(Cl)cc1NC(=O)CNc1cccc(S(=O)(=O)N2CCCC2)c1	-12%	·	·	·	10%
CCOC(=O)[C@@H]1[C@H]2COc3ccc(Br)cc3[C@@H]2N2C(=O)N(c3ccc(OC)cc3)C(=O)[C@]12C	8%	-4%	5%	-2%	1.2%

15 consecutive records out of the list so far, quoted:
SMILES	influenza NS1A	Salmonella PhoP GFP	M. tuberculosis	H37Rv inhibition	VEEV TC-83 Vero	others
CCCCc1cc(=O)oc2cc(OCC(=O)NC(Cc3c[nH]c4ccc(O)cc34)C(=O)O)ccc12 (stereo not drawn)	11%	1%	-9%	-13%	1.3%
COC(=O)C1=CO[C@@H](C)[C@@H]2CN(CCc3c[nH]c4ccccc34)CC[C@H]12	3%	-1%	15%	-10%	1.0%
CC(/C=C/c1ccccc1F)=N\NC(=O)c1ccccc1	-12%	-1%	3.9µM*	?	1.9%
Cc1ccc(S(=O)(=O)N2CCOCC2)cc1C(=O)N1c2ccccc2Sc2ccccc21	2%	-1%	30%	7%	4.2%
COc1cccc(C2=CC(=O)C[C@H](c3ccc4c(c3)OCO4)C2)c1	6%	·	18%	9%	2.2%
CCOc1cc2c(cc1OCC)-n1cccc1C(c1cccc(F)c1F)NC2 (stereo not drawn)	-2%	5%	8%	13%	0.4%
CN(Cc1ccc(OC(F)F)cc1)C(=O)/C=C/c1ccc(S(=O)(=O)N2CCOCC2)cc1	-4%	·	34%	5%	7.3%
O=C1c2ccccc2C(=O)N1CC(O)CNc1ccc(Br)cc1 (stereo not drawn)	-1%	1%	3%	-5%	0.5%
CCC(C)(C)NC(=O)C1CCCN(S(=O)(=O)c2ccc3c(c2)CC(C)N3C(=O)C2CC2)C1 (stereo not drawn)	-10%	8%	8%	-3%	1.7%
COc1ccc(CC(=O)NC(=S)Nc2cccc(CO)c2)cc1	·	10%	17%	5%	0.2%
NC(=O)CC[C@@H]1NC(=O)[C@H](CO)NC(=O)c2cc([N+](=O)[O-])cc(I)c2NCCCC[C@@H](C(N)=O)NC(=O)[C@H](Cc2ccc(O)cc2)NC1=O	·	3%	22%	-13%	·
Cc1cc(NC(=O)CSc2nc3ccccc3c(=O)n2Cc2ccccc2)no1	-8%	-4%	0%	3%	2.2%
C=CCOc1ccc(/C=N\NC(N)=S)cc1	4%	6%	?	?	i
Cc1ccc(-c2noc(-c3ccccc3C(=O)N3CCN(C)CC3)n2)cc1	-3%	1%	-6%	2%	7.1%
O=c1c2ccccc2ncn1CCCOc1ccccc1[N+](=O)[O-]	-2%	-5%	-9%	-14%	2.0%

The list goes on.
SMILES	influenza NS1A	Salmonella PhoP GFP	M. tuberculosis	H37Rv inhibition	VEEV TC-83 Vero	others
CC1(C)CC(CC(=O)Nc2ccccn2)C(=O)O1 (stereo not drawn)	5%	0%	3%	-8%	3.0%
O=C(CSc1cccc[n+]1[O-])Nc1ccc2c(c1)OCO2	10%	11%	-15%	-7%	i
O=C(Nc1ncccn1)c1cccs1	-4%	7%	-1%	-8%	0.7%
C/C(CCc1ccccc1)=N\NC(=O)c1ccc(CN2CCOCC2)cc1	-22%	-6%	-4%	-5%	1.5%
COc1c(Cl)cc(-c2noc(C)c2C(=O)NCCc2ccc(C)cc2)cc1Cl	3%	-9%	8%	-1%	2.2%
CCOc1ccc2c(c1)c1nnc(SCC3CCCO3)nc1n2C (stereo not drawn)	-5%	-5%	60%	-10%	6.8%
COc1ccc(/C(O)=C2/C(=O)C(=O)N(c3ccccn3)C2c2ccc(OC)cc2)cc1 (stereo not drawn)	-2%	·	·	·	i
S=C(c1ccc(-c2ccccc2)cc1)N1CCOCC1	0%	-1%	0%	6%	1.3%
CSc1cccc(NC(C)C(=O)NCc2ccccc2)c1 (stereo not drawn)	1%	12%	-8%	8%	1.7%
CC(=O)N1CC(C)Sc2ccc(S(=O)(=O)NC3CCCCC3C)cc21 (stereo not drawn)	-2%	8%	7%	4%	1.7%
Cc1ccc(N2CC(C(=O)Nc3ccc(S(=O)(=O)Nc4ncccn4)cc3)CC2=O)cc1C (stereo not drawn)	6%	3%	24%	0%	3.3%
CN(C)CCN(Cc1ccc(Cl)cc1)c1ccccn1	4%	2%	38%	-8%	0.1%
Cc1ccc(OCC(=O)Nc2c3c(nn2C(C)(C)C)CS(=O)(=O)C3)cc1	-12%	-4%	-6%	-1%	1.2%
Cc1ccc(Cn2c(S(=O)(=O)O)nc3ccccc32)cc1	3%	2%	12%	-4%	1.2%
COc1cc(OC)cc(C(=O)N(Cc2ccco2)c2c(N)n(Cc3ccccc3)c(=O)[nH]c2=O)c1	-16%	·	·	·	0.6%
O=C(N/N=C/c1cccnc1)c1ccco1	-14%	2%	6%	26%	3.3%
